Dengue virus CPE: Dengue virus cytopathic effect inhibitors, cell-based, CPE readout, HTS (AID 540333). Dengue virus CPE inhibition in host cells; stronger effect = higher value. CPE inhibition, % at 20 µM. 3.1% of 10,000 active; in the data active = CPE inhibition mostly above about 9.1%, no sharp cut-off; inactive = mostly below about 7.2%
* marks the source's active call; other numbers are inactive results; i = inactive; & = joins results of further samples. Only part of the results is shown; rates above refer to the full screens.

smiles,Dengue virus CPE
O=C1CCNc2ccc(-c3ccccc3)cc21,i
CC#CCN1C(=O)N[C@@H](c2ccccc2)C(C(=O)OC)=C1C,i
CN(C)CCSc1nnc2[nH]c3ccccc3c2n1,1.2
CN(C)c1ccc(C(=S)N2CCNCC2)cc1,i
Oc1c(C=C2N=c3ccccc3=N2)sc(=S)n1C1CCCCC1,0.7&0.5
O=C(N/N=C/c1cc([N+](=O)[O-])ccc1O)NC12CC3CC(CC(C3)C1)C2,0.6
CCCc1nc2ccccc2c(C(=O)OC(C)C(=O)NCc2ccc3c(c2)OCO3)c1CC (stereo not drawn),5.1
O/N=C/c1ccccc1OCc1ccccc1F,i
O=C(CC(C(=O)O)c1ccccc1)Nc1ccccc1 (stereo not drawn),i
COc1ccc(C(=O)COC(=O)CN2C(=O)C3C4C=CC(C5CC45)C3C2=O)cc1 (stereo not drawn),i
C/C(CC(=O)NC1CCCCCC1)=N\NC(=O)c1cnccn1,i
CC(C)(C)N1C(=O)[C@H]2[C@@H](c3ccc(Br)cc3)N3C(=O)N(c4cccc(Cl)c4)C(=O)[C@@]3(Cc3ccccc3)[C@H]2C1=O,31.9*
C=CC[C@H]1CC(Cc2ccccc2)=C[C@H](CC=C)N1,0.4
CCC(Oc1ccccc1)C(=O)Nc1ccsc1C(=O)OC (stereo not drawn),2.2
S=C(NCCCNC(=S)Nc1ccccc1)Nc1ccccc1,i
COc1ccccc1C1c2c(C)nn(-c3ccccc3)c2NC(=O)C1NC(=O)c1ccccc1 (stereo not drawn),5.9
Cc1cc(Br)ccc1OCCCCN1CCC(C)CC1,i
c1ccc(-n2nnc(-c3nccs3)n2)cc1,0.5
COc1ccc(C(=O)NCc2ccc(Cl)c(Cl)c2)cc1OC,i
CCN1CCN(CC2CC3C=CC2C3)CC1 (stereo not drawn),0.1
O=C1CC(c2ccccc2)CN1C(=O)c1cccc([N+](=O)[O-])c1 (stereo not drawn),i
CCOP(=O)(OCC)C(NC(=O)Nc1ccccc1)C(N)=O (stereo not drawn),1.9
O=C(CNc1cccc(C(F)(F)F)c1)N/N=C/c1cccc(Br)c1,9.0*
COc1cc2c(cc1NC(=O)c1ccc(C)c([N+](=O)[O-])c1)oc1ccccc12,2.6
Cc1cc(C)n(/N=C/c2ccc(C(C)C)cc2)c(=O)c1C#N,0.4
CCOC(=O)c1ccc(NS(=O)(=O)c2c(N)n(C)c(=O)n(C)c2=O)cc1,0.8
O=c1[nH]c(SCc2nc3ccccc3c(=O)n2-c2ccccc2)nc2ccccc12,0.7
COCCNC(=O)CCCC(=O)NCCOC,i
COc1ccc(/C=N/NC(=O)Cc2cc(OC)c(OC)cc2[N+](=O)[O-])cc1,0.0
CCCCc1nn2c(N)c(/C=C3\C=Nc4ccccc43)c(=O)nc2s1,i
O=C(NC(=S)N1CCN(c2ccc([N+](=O)[O-])cc2)CC1)c1ccccc1F,1.4
C=CCN(CC=C)C(=O)c1c(OC)cccc1OC,0.9
CCN(NC(=O)C(O)(c1ccc(F)cc1)c1ccc(F)cc1)C(=O)c1ccccc1,2.0
O=C(CSc1nnc(Cc2ccccc2)n1-c1cccc(Cl)c1)NNC(=O)Cc1ccccc1,i
CCOc1cccc(C(=O)NC(=S)Nc2ccccc2)c1,0.6
N#CC1=C(N)Oc2cc(O)c(C=Nc3ccccc3)cc2C1c1ccccc1 (stereo not drawn),5.1
Cc1ccccc1N(CC(=O)Nc1ccccc1C(=O)NCc1ccco1)S(=O)(=O)c1ccccc1,0.1
S=C(NCCc1ccccc1)NC1CC1,i
CCn1c2ccccc2c2cc(NC(=O)c3ccc(C)c([N+](=O)[O-])c3)ccc21,i
COc1ccc(C2CC3(CC(C)(C)NC(SC)=N3)Oc3cc(O)cc(C)c32)cc1 (stereo not drawn),i
CCn1nc([N+](=O)[O-])c(C(C#N)c2nc3ccccc3n2C)c(Cl)c1=O (stereo not drawn),7.5
Cc1ccc(C)c(NC(=O)CN(C)C(=O)COc2ncnc3sccc23)c1,0.8
Cc1cccc(NS(=O)(=O)c2cnc(Cl)c(Br)c2)n1,i
COc1cc(OC)cc(-c2sc3ccc(OC)cc3c2C#CC(C)(C)O)c1,0.5
Cc1[nH]n(-c2ccc([N+](=O)[O-])cc2)c(=O)c1C=NCCc1c(C)[nH]c2ccccc12,4.3
CCOC(=O)N1CCN(C(=O)C2CCN(CC3CCCCC3)CC2)CC1,0.1
CC1(CC(=O)N/N=C/c2ccc(-c3ccc(Cl)cc3)o2)OCCO1,i
O=C(COC(=O)/C=C/c1cccc(C(F)(F)F)c1)Nc1cccc2ccccc12,0.0
COc1ccc(-c2noc3c2-c2nc(-c4ccc(Br)cc4)sc2CC3)cc1,2.0
CC(=O)c1c(Nc2ccccc2)sc(C(=O)c2ccccc2)c1C,0.3
COc1cc(C=O)ccc1OCCCCOc1ccccc1[N+](=O)[O-],i
O=C(C1=NN[C@@H]2C(=O)N(c3cccc(F)c3)C(=O)[C@H]12)c1ccc2ccccc2n1,i
CCN(C(=O)COC(=O)c1c(NC(C)=O)sc(C)c1C)C1CCS(=O)(=O)C1 (stereo not drawn),0.1
CC(=O)Nc1ccc(C2=NN(Cc3nnc(-c4ccccc4)o3)C(=O)SC2)cc1,0.0
CN1OC(c2ccccc2)=C(CO)C1c1ccccc1 (stereo not drawn),0.7
Cc1cccc(C)c1NC(=O)C(NS(=O)(=O)c1cccs1)c1ccccc1 (stereo not drawn),0.4
Cc1ccc(S(=O)(=O)N(CC(=O)Nc2ccccc2C(=O)O)c2cccc(Cl)c2C)cc1,0.3
O=C(OCc1nc2scc(-c3ccccc3)c2c(=O)[nH]1)c1cccc([N+](=O)[O-])c1,i
COc1cc(C(=O)O)cc(NC(=O)c2cccs2)c1OC,i
COc1ccccc1N1CCN(c2ccc([N+](=O)[O-])cc2Cl)CC1,0.2

A run of entries taken from the entries so far, for reference:
smiles,Dengue virus CPE
Cc1cccc(C)c1NC(=O)C(NS(=O)(=O)c1cccs1)c1ccccc1 (stereo not drawn),0.4
Cc1ccc(S(=O)(=O)N(CC(=O)Nc2ccccc2C(=O)O)c2cccc(Cl)c2C)cc1,0.3
O=C(OCc1nc2scc(-c3ccccc3)c2c(=O)[nH]1)c1cccc([N+](=O)[O-])c1,i
COc1cc(C(=O)O)cc(NC(=O)c2cccs2)c1OC,i
COc1ccccc1N1CCN(c2ccc([N+](=O)[O-])cc2Cl)CC1,0.2

The results go on:
smiles,Dengue virus CPE
CCn1c(SCC(=O)N/N=C/c2c[nH]c3ccccc23)nnc1-c1ccc(C(C)(C)C)cc1,14.2*
CC(=O)Nc1ccc(S(=O)(=O)N(C)CC(=O)OCC(=O)NC(C)C23CC4CC(CC(C4)C2)C3)cc1 (stereo not drawn),i
O=c1c(Cl)c(N2CCN(c3ccccc3)CC2)cnn1C12CC3CC(CC(C3)C1)C2,6.4
COc1ccc(/C=N/NC(=O)CSc2n[nH]c(=O)[nH]c2=O)cc1,0.1
O=C(COC(=O)Cc1ccc(Cl)cc1Cl)Nc1ccc(OC(F)F)cc1,i
CC(=O)CSc1ccc(C(=O)O)cn1,0.7
Cc1ccc(NC(=O)CCC(=O)NNC(=O)COc2ccccc2)c(C)c1,2.0
CC1(c2nnc(Cc3ccccc3)o2)CC(c2ccc(OC(F)(F)F)cc2)=NO1 (stereo not drawn),1.4
Cc1[nH]c2ccccc2c1C(Nc1nccs1)c1ccncc1 (stereo not drawn),0.8
COc1ccc(OC)c(C2C3=C(CCCC3=O)Nc3nnnn32)c1 (stereo not drawn),0.1
O=C(Nc1ccc(Nc2ccccc2)cc1)C(Cl)(Cl)Cl,1.9
O=[N+]([O-])c1cc(S(=O)(=O)Nc2ccccc2)ccc1NCc1cccnc1,i
CCn1cc([N+](=O)[O-])c(C(=O)N2CCN(C(=O)c3ccco3)CC2)n1,i
Cc1ccc(NC(=O)CCC(=O)NNC(=O)/C=C/C(=O)O)c(C)c1,i
NCCNc1ccc([N+](=O)[O-])c(Sc2nc3ccccc3[nH]2)c1,5.7
O=[N+]([O-])c1cc(S(=O)(=O)N2CCCC2)ccc1N/N=C/c1cccnc1,0.8
Cc1cccc(-n2c(Cc3ccccc3)nnc2SCc2ccc([N+](=O)[O-])cc2)c1,14.3*
O=C(c1cccc(S(=O)(=O)N2CCc3ccccc3C2)c1)N1CCN(c2ccc(O)cc2)CC1,i
NC(=O)CC(NC(=O)Cc1cccc2ccccc12)c1ccc(NCc2ccccc2)c([N+](=O)[O-])c1 (stereo not drawn),2.0
S=C(N/N=C/c1ccc(Cl)cc1)N1CCOCC1,i
CCOC(=O)c1c(C)[nH]c(C(=O)COC(=O)CCSc2ccccc2)c1C,i
O=C(NC(=S)NC1CCSC1=O)c1cccs1 (stereo not drawn),12.2*
CC(C)c1ccc(NC(=O)c2cc(S(=O)(=O)NCC3COc4ccccc4O3)ccc2F)cc1 (stereo not drawn),i
C/C(=N\NC(=O)CSc1nnc(C)s1)c1ccc(Cl)cc1,i
NC1=NC(=O)/C(=C\C=C\c2ccccc2)S1,0.1
O=C(CSc1nc2ccccc2[nH]1)NC1CCCc2ccccc21 (stereo not drawn),0.1
CCN(C(=O)COC(=O)c1n[nH]c2ccccc12)C1CCS(=O)(=O)C1 (stereo not drawn),0.3
CCC1(CC)Cc2ccccc2C(C2=C(O)CC(C)(C)CC2=O)=N1,i
C(=N\Nc1nc(-c2ccccc2)cs1)/c1ccco1,i
COc1ccccc1/C=C/C=N/NC(=O)CN1CCN(S(=O)(=O)c2ccc(C)cc2)CC1,3.9
CC1(C)Cc2ccccc2C(N/N=C/c2ccc(Cl)cc2)=N1,0.2
CCCCNC(=S)Nc1ccc(Cl)cc1,i
O=C(COc1ccc(Br)cc1Cl)NC1CCCCC1,1.0
CCCCCCn1nc(C(=O)Nc2nc3c(s2)CCCC3)c2ccccc2c1=O,29.0*
N#Cc1cc(C(=O)c2cc(Cl)ccc2O)cn(-c2ccccc2)c1=O,0.3
CC1CCc2c(sc(NC(=O)CSc3nc4c(c(C(F)(F)F)n3)CCc3ccccc3-4)c2C(N)=O)C1 (stereo not drawn),i
CC(C)C(NC(=O)c1ccccc1Cl)C(=O)OCc1nc2scc(-c3ccccc3Cl)c2c(=O)[nH]1 (stereo not drawn),2.2
O=C(c1ccc(COc2ccc(Br)cc2)o1)N1N=C(C(F)F)CC1(O)C(F)F (stereo not drawn),2.4
S=C(Nc1ccccc1Oc1ccccc1)Nc1cccc(Cl)c1Cl,12.8*
COc1ccc(/C=N/Nc2c(Cl)cc(Cl)cc2Cl)cc1CN1CCOCC1,0.6
CC(C)c1ccc(N(C(=O)c2cc3ccccc3oc2=O)C2C=CS(=O)(=O)C2)cc1 (stereo not drawn),0.8
COc1cc(CNCCc2ccccc2)ccc1OCC(N)=O,0.1
O=C(CCn1ccc([N+](=O)[O-])n1)NC1CCCCCC1,i
C=CCOc1ccc2c(CC)cc(=O)oc2c1C,i
S=C(Nc1ccc(Oc2ccc(NC(=S)NC3CCCCC3)cc2)cc1)NC1CCCCC1,25.8*
Cc1ccc(-c2nnc(SCC(=O)N/N=C/c3c(C)nn(-c4ccccc4)c3C)n2-c2ccc(C)cc2)cc1,i
CCN(CC)S(=O)(=O)c1ccc(C(=O)OCC(=O)Nc2ccc(-c3nc4ccc(C)cc4s3)cc2)cc1,7.9
Nc1c(C(=O)Nc2cccc(Cl)c2Cl)sc2nc(-c3cccnc3)ccc12,i
Cc1ccc(S(=O)(=O)n2nc(C)c(C#N)c2N)cc1,1.6
Cc1noc(C)c1CN(C(=S)NC(C)C)c1ccccc1,i
Cc1nn(-c2ccccc2)c(N2CCCC2)c1/C=N/NC(=S)Nc1ccccc1F,13.2*
Cc1ccc(NC(=O)COC(=O)/C=C/c2cccc(Cl)c2)cc1S(=O)(=O)N1CCOCC1,0.1
CCNC(=S)Nc1ccc(Cl)cc1Cl,0.1
Cc1ccc(C(=O)NNC(=O)CSc2nc(N)cc(N)n2)cc1,0.1
O=C(N/N=C/c1cc(Br)ccc1O)c1cccc(N2CCCC2=O)c1,i
CC(=O)c1cc2c(cc1N/C(=N/S(=O)(=O)c1ccccc1)c1ccc(Cl)cc1)OCO2,1.5
COc1cccc(OCCOCCOc2ccc(C)cc2[N+](=O)[O-])c1,i
COc1ccc(CN2C(=O)CC(Cc3ccc(C)cc3)C2=O)cc1OC (stereo not drawn),0.6
CCOC(=O)/C(C#N)=N\Nc1ccc(S(=O)(=O)Nc2nc(C)cc(C)n2)cc1,i
O=C(Nc1nnc(-c2ccccn2)o1)c1cccc(Br)c1,i

(cont.)
smiles,Dengue virus CPE
COC(=O)c1cccc(-n2c(C)cc(C=O)c2C)c1C,i
CC(/C=N/NC(=O)CSc1nc2ccccc2n1C)=C\c1ccco1,0.2
COC(=O)N/N=C/c1cccnc1,0.4
CC(C)(C)c1ccc(OCCNC(=O)Cc2ccc(F)cc2)cc1,i
COc1ccccc1CNC(=O)Cc1ccc(Br)cc1,0.3
CN(C)c1ccc(/C=C(\C#N)c2ccccn2)cc1,i
CCC(CC)C(=O)OCC(=O)Nc1cc(OC)c([N+](=O)[O-])cc1C,0.3
CCc1ccc(N(C2C=CS(=O)(=O)C2)S(=O)(=O)c2ccccc2)cc1 (stereo not drawn),0.0
O=C(COC(=O)c1n[nH]c2ccccc12)Nc1ccc([N+](=O)[O-])cc1,1.8
CCCOc1ccc(C(C)=O)cc1CN1CCOCC1,i
Oc1cccc(/C=N/Nc2ncnc3c2ncn3Cc2ccccc2)c1,i

Source: PubChem BioAssay
